# Screening data from PubChem BioAssay.
# Mdm2 MdmX PPI: disrupts the human Mdm2-MdmX interaction; O15151+Q00987; SaOS-2 split-luciferase Mdm2/MdmX complementation, luminescence; inhibition, % at 8 µM; 330,000 tested, 3% active;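 active = inhibition of at least 50% at 8 µM in the primary screen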
# APJ ag: APJ receptor agonism | P35414 | CHO-K1 APJ PathHunter beta-arrestin, luminescence; 0% DMSO wells, 100% apelin | activation, % at 20 µM | 330,000 tested, 0.11% active | AID 2520;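 active = activation more than six SD over the plate average, tested at 20 µM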;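 also: 0% = DMSO alone and 100% = apelin-13 at 10 nM; some results filed as inactive read as strong as hits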
# Target sequence (P35414 whole entry, looked up): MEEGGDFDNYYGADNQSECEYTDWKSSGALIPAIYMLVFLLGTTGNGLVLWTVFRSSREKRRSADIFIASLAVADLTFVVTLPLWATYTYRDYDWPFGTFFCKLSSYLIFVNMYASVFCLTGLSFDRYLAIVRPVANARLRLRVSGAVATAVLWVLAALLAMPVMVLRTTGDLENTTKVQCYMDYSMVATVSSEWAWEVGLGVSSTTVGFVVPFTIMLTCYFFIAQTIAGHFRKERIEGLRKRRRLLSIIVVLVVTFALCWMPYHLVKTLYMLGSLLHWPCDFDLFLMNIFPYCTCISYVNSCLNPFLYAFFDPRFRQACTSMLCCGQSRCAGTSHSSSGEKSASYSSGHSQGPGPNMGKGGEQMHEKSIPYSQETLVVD
#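 Incubation: overnight seeding, 90 min compound at 25 °C, 1 h detection; test system: PathHunter CHO-K1 APJ (AGTRL-1) beta-arrestin reporter cells; amount: 1000 cells/well; doses: one dose, 20 µM compound, 1% DMSO; measured by: beta-gal luminescence; measure: agonist-driven arrestin binding to APJ; benchmarks: negative DMSO alone, positive Apelin-13 at 10 nM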
# tim10-1 inh: growth inhibitors of tim10-1 mutant yeast | S. cerevisiae tim10-1 ts strain growth, BacTiter-Glo, 24 h | inhibition, % at 20 µM | 330,000 tested, 2.2% active | AID 463190;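 active = inhibition of at least 40%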;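 also: mutant grown at 25 °C; 0% = DMSO wells with yeast and 100% = wells holding no yeast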
# tim23-1 inh: tim23-1 yeast growth inhibition; S. cerevisiae tim23-1 growth, BacTiter-Glo luminescence, 24 h; inhibition, % at 20 µM; 330,000 tested, 1.3% active; AID 463212;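 active = growth inhibition of the mutant yeast at or above 50%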;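 also: temperature-sensitive mutant grown at 25 °C; plate controls were DMSO-treated mutant yeast for no effect and medium wells lacking yeast for full effect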
# CXCR6 block: inhibitors of human CXCR6 receptor. inhibition, % at 20 µM. CHO-K1 PathHunter CXCR6 beta-arrestin, luminescence. 360,000 tested, 0.36% active; in the data active = inhibition above about 34%, passing the limit was not always enough;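 also: antagonist mode with CXCL16 agonist at 10 nM final; 0% = 10 nM CXCL16 with DMSO and 100% = unstimulated wells without agonist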
# Target sequence (O00574 whole entry, looked up): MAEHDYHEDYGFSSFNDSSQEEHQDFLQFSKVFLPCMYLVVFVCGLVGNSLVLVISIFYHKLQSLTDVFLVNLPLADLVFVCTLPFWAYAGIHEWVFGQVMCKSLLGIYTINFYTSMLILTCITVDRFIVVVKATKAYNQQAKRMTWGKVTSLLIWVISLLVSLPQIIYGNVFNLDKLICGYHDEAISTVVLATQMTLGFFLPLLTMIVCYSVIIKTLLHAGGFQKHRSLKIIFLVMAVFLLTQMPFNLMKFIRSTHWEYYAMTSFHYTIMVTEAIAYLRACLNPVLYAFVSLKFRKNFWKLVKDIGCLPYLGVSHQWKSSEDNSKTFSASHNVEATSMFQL
# APJ antagonist: blocks the human apelin receptor APJ; P35414; 330,000 tested, 0.32% active; CHO-K1 APJ beta-arrestin complementation, luminescence; inhibition, % at 20 µM; AID 2521;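 active = inhibition above about 40% at 20 µM, limit read from the data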;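 also: cells challenged with 10 nM apelin-13 agonist together with compound; plate controls were apelin-13 plus DMSO wells for no effect and DMSO wells lacking apelin-13 for full effect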
# CHOP UPR activ: activators of apoptotic arm of unfolded protein response (CHOP); CHO-CHOP luciferase reporter, UPR activation, luminescence; percent of tunicamycin response over DMSO baseline; activation, % at 10 µM; 330,000 tested, 0.34% active; AID 449763;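 active = at 10 µM dose, activation of 40% or more, normalized to positive control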;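 also: 100% = tunicamycin at 10 µg/mL and 0% = DMSO alone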
#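 measured by = luciferase luminescence | assay system = CHO-CHOP cells, stable luciferase reporter of PERK-eIF2a-CHOP signalling | amount = 500 reporter cells seeded per well | timing = 6 h compound exposure at 37 °C after overnight seeding | controls = positive tunicamycin 10 µg/mL, negative DMSO alone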
# XBP1 UPR activ: adaptive UPR (XBP1) activation. CHO-XBP1 luciferase reporter, IRE1-XBP1 UPR activation, luminescence; percent of tunicamycin response, DMSO as zero. activation, % at 20 µM. 330,000 tested, 0.33% active;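 active = versus positive control, 20 µM dose yields 30% or more activation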;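 also: 100% = tunicamycin at 10 µg/mL and 0% = DMSO only wells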
#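 Material: IRE1-XBP1 luciferase reporter CHO line / Quantity: one thousand reporter cells per well / Buffer or medium: F12 with 10% serum / Compound: 20 µM single concentration, DMSO 1% / Times: 6 h treatment, 37 °C / Detection: Steady-Glo luciferase glow luminescence, 10 min after reagent addition / Benchmarks: tunicamycin high, DMSO low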
# TIM10 inh: inhibits growth of TIM10 yeast strain | S. cerevisiae TIM10 strain growth, BacTiter-Glo luminescence, 24 h | AID 463195 | inhibition, % at 10 µM | 330,000 tested, 1.4% active;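 active = inhibition of 40% or more at the single tested concentration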;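 also: wild-type TIM10 isogenic control strain grown at permissive 25 °C; 0% = DMSO yeast wells and 100% = minimal medium wells without yeast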
# * = called active by the depositor; . = no result given. Only part of the results is shown. The share of hits here may be higher or lower than overall.
SMILES,Mdm2 MdmX PPI,APJ ag,tim10-1 inh,tim23-1 inh,CXCR6 block,APJ antagonist,CHOP UPR activ,XBP1 UPR activ,TIM10 inh
O=C(N/N=C/c1ccccn1)c1cc(-c2cccc3ccccc23)n[nH]1,9,5,-2,16,-11,-25,0.8,5,17
O=C(CSCc1ccc([N+](=O)[O-])cc1)N/N=C/c1cccnc1,24,-3,3,13,-5,2,-0.8,-3,-19
Cc1ccc(-c2nc(CS(=O)CC(=O)NCc3ccco3)c(C)o2)cc1 (configuration not stated),15,-2,14,11,13,-16,-1.2,-1,4
Cc1nc2ccc(S(=O)(=O)N(C)CC(=O)NC(C)c3ccccc3)cc2s1 (configuration not stated),-14,0,2,15,3,2,-2.3,0,8
CC(C)Nc1nc(NC2CCCC2)nc(N2CCOCC2)n1,20,-2,25,26,4,7,-0.4,0,7
CC1Oc2ccccc2N(CC(=O)N2CCCC2)C1=O (configuration not stated),0,2,-2,4,0,-20,-1.6,-2,4
Nc1cc(N)nc(SCc2nnnn2-c2ccc(Cl)cc2)n1,-15,0,7,15,5,2,6.9,-3,6
CN(Cc1ccc(Cl)c(Cl)c1)C(=O)C1CSC2(C)CCC(=O)N12 (configuration not stated),-4,-3,28,27,2,4,1.6,-2,15
COC(=O)CNC(=O)COC(=O)c1cc(Cl)cc(Cl)c1N,-23,-1,13,19,-4,-47,-0.6,2,15
O=C(NCc1cccnc1)C(=O)NCC1OCCCN1S(=O)(=O)c1ccc(F)cc1 (configuration not stated),-4,-4,-19,3,1,0,-1.4,-2,-11
Cc1ccccc1CN(c1ccc(C(N)=O)cc1)S(C)(=O)=O,-12,-3,-1,0,7,6,-0.1,-1,-6
NS(=O)(=O)c1ccc(CCNC(=O)C2CCCN(S(=O)(=O)c3cccnc3)C2)cc1 (configuration not stated),-3,-2,15,15,1,2,0.2,0,6
CSC(SC)=C(C(C)=O)C(=O)c1ccc(C)cc1,-6,4,21,11,0,22,18,-2,-5
CC(C)c1ccc(OCC(=O)Nc2c3c(nn2C(C)(C)C)CS(=O)(=O)C3)cc1,14,3,31,6,-11,-9,-0.5,1,3
CCOc1cc(NS(=O)(=O)c2ccc(OC)cc2)c(OCC)cc1NC(C)=O,1,3,7,-5,-5,-24,1.2,-3,7
O=C1c2oc3ccc(Cl)cc3c(=O)c2C(c2ccco2)N1CCN1CCOCC1 (configuration not stated),24,-4,-6,-3,6,14,-0.5,-2,-7
O=C(c1ccc(Cl)c(S(=O)(=O)N2CCCC2)c1)N1CCN(c2ncccn2)CC1,-26,-2,19,3,4,3,0.6,-2,15
Brc1cc2c(cc1-c1nc3ccccc3s1)OCO2,-31,-1,8,8,2,-15,5.7,4,6
O=C(COC(=O)CCc1nc2ccccc2c(=O)[nH]1)NC1CCS(=O)(=O)C1 (configuration not stated),19,-3,4,6,-2,18,-1.1,1,7
COc1cc(SC)ccc1C(=O)OCC(=O)N1CCCC1,-4,-1,-5,-1,6,4,3.0,7,13

# In the list so far, two contain an NH in an aromatic ring.
SMILES,Mdm2 MdmX PPI,APJ ag,tim10-1 inh,tim23-1 inh,CXCR6 block,APJ antagonist,CHOP UPR activ,XBP1 UPR activ,TIM10 inh
O=C(N/N=C/c1ccccn1)c1cc(-c2cccc3ccccc23)n[nH]1,9,5,-2,16,-11,-25,0.8,5,17
O=C(COC(=O)CCc1nc2ccccc2c(=O)[nH]1)NC1CCS(=O)(=O)C1 (configuration not stated),19,-3,4,6,-2,18,-1.1,1,7

# Going on with the list.
SMILES,Mdm2 MdmX PPI,APJ ag,tim10-1 inh,tim23-1 inh,CXCR6 block,APJ antagonist,CHOP UPR activ,XBP1 UPR activ,TIM10 inh
O=C(NC1CC1)C1CCN(C2CCN(C(=O)Cc3ccc(F)cc3)CC2)CC1,7,-4,9,1,9,2,0.9,-1,-13
CN(CC(=O)Nc1ccccc1C(F)(F)F)C(=O)C1=COCCO1,23,5,-17,-2,-3,18,2.9,-4,-9
CCn1cc(C(=S)N2CCC(C(N)=O)CC2)c2ccccc21,-12,-3,3,-6,-3,13,-0.6,-3,16
Cc1cccc(NC(=O)NCCN2CCN(c3ccccc3)CC2)c1C,-5,-6,-2,3,-6,11,2.2,-2,20
CCN=C1SC(C(N)=O)CC(=O)N1CC (configuration not stated),1,-1,-2,-4,3,-12,-1.9,0,-16
C1CCN(c2nc3nonc3nc2N2CCCCC2)CC1,-15,-1,18,16,4,17,-0.4,0,7
CCn1c(=NC(=O)C2COc3ccccc3O2)sc2c(OC)ccc(OC)c21 (configuration not stated),-21,0,16,20,-1,10,1.3,-1,4
CCN1C(=O)N[C@@H](c2ccccc2)[C@@H](C(=O)OC)[C@H]1C,5,-4,-7,4,-8,-3,-1.3,-2,4
O=S1(=O)C=CC(c2ccccc2)C1 (configuration not stated),20,5,13,5,-8,-4,0.5,-1,-5
CC(C)(O)C#Cc1ccc(CN2CCN(C3CCCCC3)C(CCO)C2)s1 (configuration not stated),0,2,9,-9,4,9,-0.8,1,0
O=C(c1cccs1)N1CCN=C1SCc1cccc(F)c1,-5,-6,4,10,9,-5,-0.6,-1,4
O=C(CSCSCC(=O)NCC1CCCO1)NCC1CCCO1 (configuration not stated),-20,2,12,23,-4,-25,-2.1,-1,-1
Cc1ccc2c(c1)C(=O)C(=O)N2c1ccc(C(F)(F)F)cc1,-7,-7,8,26,18,17,2.6,3,2
COc1cc(SC)ccc1C(=O)N1CCN(c2ccc(O)cc2)CC1,13,-1,4,11,-7,-15,-0.5,3,10
Cn1c(CCC(=O)OCC(=O)NCC(F)(F)F)nc(=O)c2ccccc21,18,-1,8,0,5,1,-0.5,6,7
COc1ccc(C(=O)N2CCCC(Nc3ccc(C)c(C)c3)C2)cc1 (configuration not stated),13,-5,12,26,-4,-28,3.5,-3,14
O=S(=O)(c1ccc(Cl)cc1)N1CCSC1c1ccco1 (configuration not stated),-6,-5,16,11,8,5,0.5,2,15
CC(CN1C(C)CCCC1C)OC(=O)c1ccc(F)cc1 (configuration not stated),-15,-2,-18,1,9,13,-0.7,-5,4
CCCCN(C(=O)c1ccc([N+](=O)[O-])s1)c1c(N)n(CC(C)C)c(=O)[nH]c1=O,4,11,15,20,4,-6,0.4,1,0
O=C(COc1ccccc1F)N/N=C1\CCCc2ccccc21,-105,0,8,10,7,16,5.9,1,13
CCN(CC)c1ccc(N=Cc2cc(Br)ccc2O)cc1,5,-2,24,49,5,14,1.9,1,20
COc1cc(NC(=O)CSc2nc3ccccc3cc2C)c(C(=O)O)cc1OC,18,0,13,9,4,-15,-0.7,-1,10
C=CCn1c(COc2ccccc2F)nnc1SCC(=O)Nc1cc2oc3ccccc3c2cc1OC,54*,-1,16,15,4,-10,-3.6,7,-3
CCOC(=O)c1c(CSc2ccccc2)oc2ccc(O)cc12,-5,-5,12,4,4,-1,0.3,8,-40
O=C(CSc1nc2ccccc2c(=O)n1-c1ccc(F)cc1F)Nc1ccc(N2CCOCC2)cc1,17,-4,21,27,0,7,-1.1,-1,6
C=CCn1cc(C(=O)NCCN(CC)CC)c(=O)c2cc(S(=O)(=O)N3CCCCCC3)ccc21,8,-6,18,7,2,-1,0.2,-4,8
CCOC(=O)c1c(NC(=O)C2=COCCO2)sc2c1CCN(C(=O)OC)C2,11,2,-1,25,16,-43,0.6,5,7
Cc1cc(C)c2c(c1)C1(OCCO1)C(=O)N2,22,-4,13,5,-8,18,2.4,0,7
COCCN(C(=O)c1csnn1)C(C(=O)NC1CCCCC1)c1ccccc1F (configuration not stated),-7,-4,27,17,-2,16,2.8,-4,0
CCOc1cc(NC(=S)NCC2CCCO2)c(OCC)cc1NC(=O)CC (configuration not stated),-18,-2,-1,10,-1,11,0.8,-1,3
Cc1ccc(C(=O)c2c(NC(=O)c3ccccc3)sc(C)c2C)cc1,-1,-4,25,5,10,15,-0.3,-2,24
O=C(NCCc1c[nH]c2ccccc12)C(=O)NCC1OCCN1S(=O)(=O)c1ccccc1 (configuration not stated),17,-3,16,1,-6,-6,-1.6,-2,3
COc1ccc(C2CC(c3ccccc3Cl)=NN2c2ccc(S(N)(=O)=O)cc2)cc1 (configuration not stated),45,.,27,50,-1,.,3.5,-2,3
COc1ccc(/C=N/NS(=O)(=O)c2ccc(NC(C)=O)cc2)cc1,-8,-3,-1,10,1,-9,-0.6,-1,-3
Cc1nc(NC(=O)COc2ccccc2)sc1C(=O)Nc1cccc(Cl)c1,-16,-3,4,-6,8,-3,-1.0,1,28
CCOC(=O)C(Sc1ncn[nH]1)c1ccccc1 (configuration not stated),27,-4,10,-6,-3,2,-0.7,-1,3
CCOc1ccc(/C(CC)=N/NC(=O)C2(C)CC2(Br)Br)cc1 (configuration not stated),-8,0,11,25,-4,-7,2.0,3,-1
COc1ccc(CCNC(=O)CCS(=O)(=O)c2ccc(C)cc2)cc1OC,-3,-2,5,9,-5,-12,-2.3,0,5
O=C(c1cc(-c2ccc(Br)cc2)on1)N1CCOCC1,-39,3,-5,18,-12,3,0.2,-8,2
CC1CCC(NC(=O)COC(=O)CNC(=O)c2ccc3ccccc3c2)CC1 (configuration not stated),5,-4,23,37,-9,-14,-0.9,3,9
O=c1c2oc3ccccc3c2[nH]c(=S)n1-c1ccc(F)cc1,-18,1,0,9,9,9,-0.5,-1,-10
COc1ccc(CC(=O)Nc2nc(C)cs2)cc1S(=O)(=O)N1CCOCC1,20,-4,-17,-18,-3,-1,-0.9,-2,-6
CC(C)NC(=O)C(=O)N/N=C/c1ccco1,18,-1,25,16,-7,6,0.7,0,17
COc1ccc(CN2CC(C(=O)NCCCOC(C)C)CC2=O)cc1 (configuration not stated),-13,-2,-8,-9,10,24,-2.6,4,4
NS(=O)(=O)c1ccc(NC(=O)Cc2cccs2)cc1,12,-3,1,6,0,0,1.2,-1,-1
O=C1N/C(=N/c2ccccn2)SC1Cc1ccccc1 (configuration not stated),12,-5,14,3,14,6,-0.8,3,13
CC(=O)N1CCOc2ccc(S(=O)(=O)N3CCC(C(=O)Nc4ccc(F)cc4)CC3)cc21,-4,5,-5,-8,-6,-9,1.9,-7,5
Cc1cc(O)ccc1NC(=S)NC(=O)c1cncc(Br)c1,32,-8,14,-2,51*,43*,2.2,1,-5
COc1ccc(-c2ccc3sc4ccccc4c(=O)c3c2)cn1,-171,10,0,16,-4,10,-1.2,-6,-5
O=C(CNC(=O)C1CCCCC1)OCC(=O)c1ccc(Cl)s1,-17,-3,6,5,-4,18,0.9,-3,13

# An excerpt of these results, with tabs:
canonical_smiles	Mdm2 MdmX PPI	APJ ag	tim10-1 inh	tim23-1 inh	CXCR6 block	APJ antagonist	CHOP UPR activ	XBP1 UPR activ	TIM10 inh
O=C1N/C(=N/c2ccccn2)SC1Cc1ccccc1 (configuration not stated)	12	-5	14	3	14	6	-0.8	3	13
CC(=O)N1CCOc2ccc(S(=O)(=O)N3CCC(C(=O)Nc4ccc(F)cc4)CC3)cc21	-4	5	-5	-8	-6	-9	1.9	-7	5
